# HePTP inh: inhibitors of human HePTP phosphatase, primary screen, biochemical, absorbance, leukemia target; Tyrosine-protein phosphatase non-receptor type 7 (Homo sapiens), P35236; recombinant HePTP phosphatase activity, OD absorbance; inhibition, % at 20 µM; 0.64% of 110,000 active; in the data active means inhibition above about 50%;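 further: plate controls were vehicle for no effect and reference inhibitor for full effect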
# Target sequence (P35236 whole entry, looked up): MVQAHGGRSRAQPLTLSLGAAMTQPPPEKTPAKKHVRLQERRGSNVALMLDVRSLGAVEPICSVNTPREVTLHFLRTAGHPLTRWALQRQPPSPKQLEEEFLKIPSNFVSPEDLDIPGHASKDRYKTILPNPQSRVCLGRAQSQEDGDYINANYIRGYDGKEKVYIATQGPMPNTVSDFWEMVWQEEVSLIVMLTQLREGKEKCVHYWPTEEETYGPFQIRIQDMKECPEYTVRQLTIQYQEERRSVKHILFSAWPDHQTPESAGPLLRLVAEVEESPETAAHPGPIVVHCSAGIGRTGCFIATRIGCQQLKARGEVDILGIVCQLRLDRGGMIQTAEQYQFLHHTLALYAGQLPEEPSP
# BAP1 inh: inhibitors of BAP1 deubiquitinase, primary screen, biochemical, Ub-AMC fluorescence, kinetic. Ubiquitin carboxyl-terminal hydrolase BAP1 (Homo sapiens), Q92560. recombinant BAP1, Ub-AMC hydrolysis fluorescence kinetic; active compounds read low. activity remaining (% of control), % at 20 µM. 0.48% of 72,000 active;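 active means activity remaining at or below 50% of control, provided the compound also passes the data quality filters; inactive means the rest, including low values that fail the filters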;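 further: 100% = DMSO wells rate and 0% = substrate alone blank rate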
# * = called active by the depositor; / = no result given; & = joins results of further samples.
SMILES,HePTP inh,BAP1 inh
CC(C)(C)SCCN=C1NS(=O)(=O)c2ccccc21,3,/
CCSc1nnc(NC(=O)c2ccc([N+](=O)[O-])cc2)s1,/,58
Cc1occc1C(=O)N1CCCc2ccccc21,-2&3,93
COc1ccc(OC)c2c1sc(=NC(=O)CN1C(=O)CCC1=O)n2C,-5,101
COc1cc(C(O)c2nc3ccccc3n2C)cc(OC)c1OC (stereo not drawn),-3&6,95
Cc1c(C(=O)NCc2ccccc2)oc2ccc(S(=O)(=O)N3CCC4(CC3)OCCO4)cc12,-11,/
Cc1ccc(C(=O)O)cc1N1C(=O)C2C3C=CC(C3)C2C1=O (stereo not drawn),-2,/
O=C(Nc1ccccc1-c1nc2ccccc2s1)c1cccc(Cl)c1,9,/
Cc1ccc2c(c1)cc(CN(Cc1ccccc1)C(=O)N(C)C)c1nnnn12,-5,101
Cc1cc(NC(=O)CCC(=O)N(c2ccccc2)C(C(=O)NCC2CCCO2)c2cccnc2)no1 (stereo not drawn),-6,111
COc1cc(OC)c(OC)cc1CN1CCN(S(C)(=O)=O)CC1,-4,/
CC(CC(=O)O)NCC1COc2ccccc2O1 (stereo not drawn),-4,94
NC(CC(=O)O)c1cccc(OCc2ccccc2)c1 (stereo not drawn),9,95
O=C1NC(=S)NC(=O)C1=Cc1cc2c(cc1Cl)OCO2,-7,/
c1nc(NCCN2CCOCC2)c2sc3nc(N4CCOCC4)c4c(c3c2n1)CCC4,9,/
c1ccc(Cn2ncc3c(NCc4ccco4)ncnc32)cc1,1,100
O=C1NC(=O)N(c2ccc3c(c2)OCO3)C(=O)/C1=C/c1ccc(I)o1,19,/
O=C(CN(Cc1ccccc1F)S(=O)(=O)c1ccc(Cl)cc1)NCCCO,2,98
O=C(O)CCCCCNC(=O)c1ccncc1,6,102
O=C(C1CCCN(Cc2ccncc2)C1)N1CCc2ccccc2C1 (stereo not drawn),3,90
CCOc1ccc(Cn2c(=O)oc3ccc(C)cc32)cc1OC,2,98
CCc1cccc(NC(=O)CCS(=O)(=O)c2cccc3nonc23)c1,5,/
CCCCn1c(=NC(C)=O)c(C#N)cc2c(=O)n3cccc(C)c3nc21,9,164
CCc1cccc(C)c1NC(=O)C1CC=CCC1C(=O)O (stereo not drawn),10,/
CCOc1ccc(C(=O)Nc2ccc(I)cc2Cl)cc1Cl,0,/
COc1cc(N)ccc1-n1c(C)ccc1C,1,/
CCN(CC)CCNC(=O)c1c(O)c2cc(OC)c(OC)cc2[nH]c1=O,6,425
CCOc1ccc(-n2nc(C(=O)NCCOC)c3ccccc3c2=O)cc1,-8,104
CCCOc1ccc(C(=O)Nc2ncc(Cc3ccccc3Cl)s2)cc1,-10,/
Cc1ccc(Cl)c(OCCCN2CCOCC2)c1,-11,/
O=C(Nc1nc2ccccc2s1)c1ccncc1,-3,/
O=C(CN1CCCC1)Nc1ccc(Oc2ccc(NC(=O)CN3CCCC3)cc2)cc1,10,108
COC(=O)c1ccc(/C=N/NC(=O)COc2ccc(C(C)(C)CC(C)(C)C)cc2[N+](=O)[O-])cc1,10,/
COc1ccc(-c2cc3n(n2)CCc2nc4ccccc4n2-3)cc1,6,135
CN(C1CCCCC1)S(=O)(=O)c1ccc(-n2cnnn2)cc1,8,101
C=CCOC(=O)C1=C(C)NC(=O)NC1c1ccccc1F (stereo not drawn),/,135
C=CCOc1nc(N(C)C)nc(N(C)C)n1,7,103
CC(=O)Nc1ccc(S(=O)(=O)Nc2ccc(Br)c(Cl)c2)cc1,-8,/
O=C(Nc1ccc(Cl)cc1)Nc1nnc(Cc2cccc(Br)c2)s1,-9,/
CCCCN(C(=O)CNC(=O)c1ccco1)C(C(=O)NC1CCCCC1)c1ccc(OC)cc1OC (stereo not drawn),6,93
CCc1cccc(CC)c1N(COC)C(=O)CSc1nc2ccccc2[nH]1,/,165
COc1ccc(OCC(O)Cn2c(C)nc3ccccc32)cc1 (stereo not drawn),9,/
COc1ccc(N2CCSC2c2ccco2)cc1 (stereo not drawn),8,/
CCOC(=O)N1CCN(Cc2nc3c(c(=O)n(C)c(=O)n3C)n2Cc2cccc(C)c2)CC1,6,98
COc1ccc(C(O)(CNCc2ccccc2)c2ccc(Br)cc2)cc1 (stereo not drawn),11,/
O=C(c1ccco1)N1CCc2ccccc21,22,/
Cc1cc(C)nc(NC(=O)c2cnc3sccn3c2=O)n1,6,/
COC(=O)CN(C(C)=O)C(c1ccccc1)c1cc(Br)ccc1NC(=O)c1ccccc1Cl (stereo not drawn),4,/
COc1cccc(C(=O)Cn2c(Br)nc3c2c(=O)n(C)c(=O)n3C)c1,3,82
COc1ccc(CN2CCN(C3CC4CCC3C4)CC2)c(OC)c1OC (stereo not drawn),-7,/
Cc1ccc(-n2c(C)cc(C=C3C(=O)NC(=S)NC3=O)c2C)cc1C,29,/
COc1cc(NC(=O)COc2ccc(Cl)cc2Cl)c2ncccc2c1,3,/
CCC(C)N(CCNC(=O)CC1Oc2ccccc2NC1=O)C1CCCCC1 (stereo not drawn),4,102
Cc1ccc(F)cc1NC(=O)c1cccc2nccnc12,8,87
Cc1cc(Cl)ccc1N=Cc1c(O)n(C)c(=O)n(C)c1=O,-1,/
Cc1ccc(O)c(C2=NOC(O)(C(F)(F)F)C2)c1 (stereo not drawn),-2,/
COc1cc(CO)cc(Br)c1OCc1cccnc1,16,96
O=C(N/N=C/c1cccc(Cl)c1Cl)c1cc(Br)ccc1O,25,/
CCOC(=O)CSc1ccc2nnc(-c3ccncc3)n2n1,-4,92
CC(=O)N1CCN(c2nc3cc4c(cc3nc2NS(=O)(=O)c2ccccc2)OCCO4)CC1,10,/
# Later entries.
SMILES,HePTP inh,BAP1 inh
COc1ccc(N(CC(=O)N2CCOCC2)S(=O)(=O)c2ccc(C)cc2)c(OC)c1,-1,/
COc1ccc(Cc2cnc(NC(=O)c3ccc(C)cc3)s2)cc1,-4,/
CCOc1ccc2nc(SCC(=O)Nc3ccc(CC)cc3)sc2c1,-15,/
Cc1ccc(OC2=NS(=O)(=O)c3ccccc32)cc1,9,/
CCOc1ccc(S(=O)(=O)n2nnc3ccccc32)cc1C,7,146
CCOc1ccc2[nH]c(=O)c(CN(C(=O)N3CCOCC3)C3CC3)cc2c1,4,/
CCc1cc(Br)ccc1NC(=O)C1CCCO1 (stereo not drawn),2,71
O=C(NCC1(c2ccccc2)CCCC1)c1cc2ccccc2o1,-7,/
Cc1ccc(C(=O)CC(C(=O)O)n2ccc(C)n2)cc1 (stereo not drawn),9,94
CC(C)=NNC(=O)C(C)Sc1ccccc1 (stereo not drawn),-4,/
Cc1cc(OCC(=O)O)c2cccc(C)c2n1,4,87
O=C1NC(=O)N(c2ccc(Cl)cc2)C(=O)/C1=C/c1ccc(Oc2ccc([N+](=O)[O-])cn2)cc1,7,/
COc1ccc(C2(C(=O)N3CCCC3)CCOCC2)cc1OC,-5,100
COc1ccc2cc(C(=O)OC(C)C)sc(=O)c2c1OC,6,88
COc1cc(C(=O)NC(NC(=S)Nc2ccc(NC(C)=O)cc2)C(Cl)(Cl)Cl)cc(OC)c1OC (stereo not drawn),0,/
CCC(=O)N1N=C(C)CC1(O)c1ccccc1 (stereo not drawn),5,/
CCOC(=O)CC(C(=O)OCC)P(=O)(c1ccccc1)c1ccccc1 (stereo not drawn),4&-12,97
NC(=O)c1ccccc1NC(=O)CN1CCOCC1,-2,95
CCC(O)CNc1nc(-n2nc(C)cc2C)nc2sc3c(c12)CCCC3 (stereo not drawn),5,128
CC(NC(=O)c1ccccc1)C(=O)OCC(=O)Nc1ccc(S(N)(=O)=O)cc1 (stereo not drawn),6,/
Cc1cc(Cl)ccc1OCC(=O)Nc1sc2c(c1C(N)=O)CCC(C)C2 (stereo not drawn),-10,/
O=C1CCCN1CCC1CCN(C(=O)Nc2ccccc2)CC1,5,63
COc1ccc(/C=C/C(=O)Nc2cc(C)ccc2C)cc1,5,/
CC(=O)c1ccc(N=c2oc3ccccc3cc2C(N)=O)cc1,/,78
CCCc1ccc2c(N)c(C(=O)c3ccc(Cl)cc3)sc2n1,-7,/
O=C(CSc1ncnc2c1cnn2-c1ccccc1)Nc1ccc2c(c1)OCO2,2,73
O=C1C2C(C(=O)N1c1cc(C(F)(F)F)ccc1Cl)C1C=CC2C12CC2 (stereo not drawn),6,/
CCOC(=O)CSc1nc(-c2ccccc2)cc(-c2ccccc2)n1,-10,/
COc1cccc(N2C(=O)C3C4C=CC(C4=C4CCCCC4)C3C2=O)c1 (stereo not drawn),-1,/
Cc1cc(C)nc(NS(=O)(=O)c2ccc(NC(=O)c3cc4ccccc4oc3=O)cc2)n1,/,91
CCOC(=O)c1ccc(-c2ccc(/C=C3/C(=O)NN(c4ccc(F)cc4)C3=O)o2)cc1,16,/
O=C(Nc1ccccc1C(=O)Nc1ccc(Cl)cc1)c1ccco1,103*,/
Nc1cccc2c1C(=O)c1ccc(NC(=O)c3ccccc3)cc1C2=O,/,92
O=C(COc1ccc(Cl)cc1)NCc1nnc(SCC(=O)N2CCCCC2)o1,9,104
CN1CCN(CCCNC(=O)c2cc3c(-c4ccc(Cl)cc4)nn(C)c3s2)CC1,8,92
Cc1ccc(N(CC(=O)N=Nc2c(O)[nH]c3ccccc23)S(=O)(=O)c2ccccc2)cc1,1,/
O=C(NC1CCCCC1)C(c1ccco1)N(Cc1cccs1)C(=O)Cn1nnc2ccccc21 (stereo not drawn),2,81
O=C(O)CCc1ccc(-c2ccc(F)cc2)n1NC(=O)c1ccco1,-8,54
CCn1c(-c2ccc3[nH]c(C)c(C)c3c2)n[nH]c1=S,6,89
CC(=O)C1C(=O)CC(C)(O)C(C(C)=O)C1c1ccc(N(C)C)cc1 (stereo not drawn),-3&-15,105
COc1ccc(-c2noc(COc3ccc(C)c(C)c3)n2)cc1OC,0,76
O=C(NCCNCC(O)COc1ccc(O)cc1)N1CCOCC1 (stereo not drawn),/,99
CCc1ccc(OCC(=O)N(C)CCC#N)c(Br)c1,0,104
COc1cccc(C2CC(c3cccs3)Nc3ncnn32)c1 (stereo not drawn),-12,88
COc1ccc(C=Nc2cccc(-c3cnc[nH]3)c2)cc1,4,58
NC(=O)CN1C(=O)C2C3C=CC(C3)C2C1=O (stereo not drawn),0,98
CCC(NC(=O)c1ccccc1NC(=O)c1ccco1)C(=O)NC1CCCCC1 (stereo not drawn),0,97
Cc1c(=O)n(OCc2ccccn2)c2ccccc2[n+]1[O-],-8,106
Cc1ccc2c(Cl)c(C(=O)O)sc2c1,3,/
CCOc1ccc(NC(=O)CN(c2ccc(OC)cc2)S(C)(=O)=O)cc1,-2&10,100
COc1ccccc1CC(=O)Nc1ccc(OC)c(OC)c1,3,100
CCCc1nc2ccccc2c(=O)n1/N=C/c1ccc(O)cc1,2,95
COC(=O)c1ccc(NC(=O)c2ccccc2Cl)cc1,/,202
Cc1ccc(/C(O)=C2\C(=O)C(=O)N(CCCC(=O)O)C2c2ccc(F)cc2)cc1 (stereo not drawn),8,/
COc1ccc(OC)c(NC2c3ccccc3C(=O)N2Cc2ccc3c(c2)OCO3)c1 (stereo not drawn),1,82
CC(=O)N(Cc1cc(=O)[nH]c2ccccc12)c1ccccc1,6,84
O=[N+]([O-])c1ccc(OCCCCNCCO)cc1,9,/
Cc1cc(OCc2nc(-c3cccnc3)no2)c(C)cc1Br,-3,/
C=C(C)CSc1nc(SCC(=C)C)c2c3c(sc2n1)COC(C)(C)C3,-12,/
O=C(Cn1cnc2scc(-c3ccccc3)c2c1=O)N1CCOCC1,10,154
# Carrying on:
SMILES,HePTP inh,BAP1 inh
O=C1c2ccccc2C(=O)N1CCCCN(C(=O)c1cc2ccccc2oc1=O)c1ccc(F)cc1F,-6,/
CCc1cccc(C)c1NC(=O)c1cc2ccccc2o1,/,64
COC(=O)C1C(=O)c2c([nH]c(C(=O)OC3CCCC3C)c2C)CC1C (stereo not drawn),0,97
CN(c1ccc(C(=O)NCCSCc2ccccc2)cc1)S(=O)(=O)c1ccccc1,-8,/
COc1ccc(S(=O)(=O)N2CCCC(C(=O)Nc3ccc(NC(=O)c4ccccn4)cc3)C2)cc1 (stereo not drawn),0,/
Cc1nn(-c2ccccc2)c2sc(C(=O)c3c(N)n(C)c(=O)n(C)c3=O)cc12,-3,97
C=CCn1cc(Cl)c(=O)n(CC=C)c1=O,7,126
O=C1CCCc2c1[nH]c1c(Br)cccc21,-2&-2,91
